# High-throughput results from PubChem.
# NRP1-CendR mod: modulators of CendR peptide binding to human neuropilin-1; O14786; inhibition, % at 25 µM; AID 602438; 360,000 compounds, 0.85% hits; FAM-RPARPAR peptide binding to NRP-1, fluorescence polarization;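 active = inhibition or corrected inhibition above about 18%, plus a signal ratio from 0.5 to 1.5, limit read from the data, passing the limit was not always enough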; also: strong numbers were not always called active
# Target sequence (O14786 whole entry, looked up): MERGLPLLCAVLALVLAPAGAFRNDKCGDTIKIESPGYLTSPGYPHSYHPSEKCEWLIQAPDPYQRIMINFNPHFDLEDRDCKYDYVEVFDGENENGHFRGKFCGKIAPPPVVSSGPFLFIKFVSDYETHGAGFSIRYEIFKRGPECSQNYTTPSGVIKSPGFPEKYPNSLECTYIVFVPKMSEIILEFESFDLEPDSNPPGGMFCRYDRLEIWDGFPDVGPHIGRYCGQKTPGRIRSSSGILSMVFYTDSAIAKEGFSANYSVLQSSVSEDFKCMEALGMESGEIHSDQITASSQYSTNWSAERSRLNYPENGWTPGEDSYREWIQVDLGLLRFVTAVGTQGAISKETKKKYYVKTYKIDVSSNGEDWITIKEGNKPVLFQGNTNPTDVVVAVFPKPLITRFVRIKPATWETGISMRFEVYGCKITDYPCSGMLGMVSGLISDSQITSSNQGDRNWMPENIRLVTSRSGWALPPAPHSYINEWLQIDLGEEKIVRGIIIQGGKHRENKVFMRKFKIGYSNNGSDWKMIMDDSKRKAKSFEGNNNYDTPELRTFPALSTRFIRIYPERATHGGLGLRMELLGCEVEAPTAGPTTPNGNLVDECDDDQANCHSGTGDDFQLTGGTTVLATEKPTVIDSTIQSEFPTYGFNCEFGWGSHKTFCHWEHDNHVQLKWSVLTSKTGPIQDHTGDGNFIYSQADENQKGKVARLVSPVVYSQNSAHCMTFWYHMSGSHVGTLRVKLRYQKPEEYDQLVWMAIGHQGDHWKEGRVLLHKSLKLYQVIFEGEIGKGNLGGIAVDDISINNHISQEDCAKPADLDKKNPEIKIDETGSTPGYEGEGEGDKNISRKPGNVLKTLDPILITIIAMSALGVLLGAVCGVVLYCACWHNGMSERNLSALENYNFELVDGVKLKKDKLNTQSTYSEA
# NadD block: inhibitors of Staphylococcus aureus NadD | purified NadD enzyme, colorimetric absorbance read-out | 360,000 compounds, 0.78% hits | inhibition, % at 20 µM; in the data active = inhibition above about 26%; also: some compounds past the cut are filed as inactive
# LMPTP block: blocks human LMPTP phosphatase; 360,000 compounds, 0.22% hits; recombinant LMPTP-A, OMFP fluorogenic substrate, fluorescence intensity; AID 651560; P24666; inhibition, % at 20 µM;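 active = compounds that cut the enzyme signal by at least half of the control window in the single-dose screen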;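 also: plate controls were DMSO wells with enzyme plus substrate for no effect and substrate without enzyme for full effect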
#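 Assay system: LMPTP-A phosphatase enzyme | Input: 0.625 nM enzyme | Also added: Fluorogenic phosphatase substrate OMFP at 400 µM final | Compound dosing: One test concentration per compound, 20 µM, with 3% DMSO overall | Schedule: 50 min enzyme reaction at room temperature, protected from light | Signal: Fluorescence intensity | Benchmarks: no-enzyme and uninhibited controls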
# DNMT1 inh: inhibitors of human DNMT1 | P26358 | DNMT1 molecular beacon, Hinp1I cleavage, fluorescence | inhibition (reported as % activation of signal), % at 10 µM | 360,000 compounds, 0.83% hits | AID 588458; in the data active = inhibition above about 50%
# TbMetRS inhib: blocks T. brucei methionyl-tRNA synthetase activity | purified T. brucei MetRS, ATP depletion, Kinase-Glo luminescence | inhibition, % at 11.9 µM | 360,000 compounds, 0.4% hits;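 active = inhibition above a per-plate cutoff of the control wells' mean inhibition plus 3 SD, cut at about 5.5% in these data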;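 also: 0% = DMSO wells median and 100% = median of wells with control inhibitor compound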
#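 technique = Kinase-Glo luminescence, ATP depletion format | system = purified MetRS (methionyl-tRNA synthetase) enzyme from Trypanosoma brucei | timing = 15 min preincubation, 2 h reaction, all 25 °C | evaluation = percent inhibition versus plate control medians | dosing = single dose, 11.9 µM final nominal, 0.9% final DMSO | also added = substrates ATP, L-methionine and bulk Escherichia coli tRNA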
# STEP inh: blocks human striatal-enriched tyrosine phosphatase; P54829; recombinant STEP, OMFP fluorogenic substrate, fluorescence; inhibition, % at 20 µM; 360,000 compounds, 0.25% hits; AID 588621;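 active = inhibition at 20 µM, scaled per plate between control wells, above about 37%, limit read from the data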;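 also: 0% = DMSO with enzyme and substrate and 100% = substrate only without enzyme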
#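 material = STEP tyrosine phosphatase | reagent = fluorogenic phosphatase substrate OMFP at 25 µM final | doses = single compound dose of 20 µM, 1% DMSO final | schedule = 20 min reaction, room temperature, in the dark | measured by = fluorescence, 480/540 nm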
# Neddyl block: blocks human cullin neddylation. P61081+Q13564. TR-FRET cullin neddylation, biochemical. calls only at 25 µM. 360,000 compounds, 0.58% hits. AID 651699; in the data active = inhibition above about 36%
# SKN-1 inh: blocks SKN-1 activity in C. elegans | 360,000 compounds, 0.49% hits | AID 624304 | inhibition, % at 21.8 µM | C. elegans VP596 Pgst-4::GFP/RFP ratio, acrylamide-induced, 24 h;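 active = interference check ratio from 0.5 to 1.5 plus GFP to RFP signal ratio inhibition reaching or exceeding a fixed threshold, cut at about 30% in these data, passing the limit was not always enough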; also: some compounds called inactive have numbers as strong as hits
# SUMO1-SIM PPI: SUMO1-SIM interaction modulation. P63165. SUMO1 binding to a labelled peptide, TR-FRET, 1 h. inhibition, % at 20 µM. 360,000 compounds, 0.33% hits. AID 602429; in the data active = inhibition above about 37%
# Target sequence (P63165 whole entry, looked up): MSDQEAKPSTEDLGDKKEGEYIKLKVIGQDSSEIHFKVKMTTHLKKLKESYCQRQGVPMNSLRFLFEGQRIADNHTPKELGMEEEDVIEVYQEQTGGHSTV
# Scp1 inh: inhibitors of human Scp-1 phosphatase; Q9GZU7; Recombinant Scp1, phosphopeptide, malachite green phosphate absorbance; inhibition, % at 20 µM; 340,000 compounds, 0.88% hits;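 active = inhibition above about 50% at 20 µM, limit read from the data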;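 also: plate controls were DMSO wells with enzyme for no effect and wells lacking enzyme for full effect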
#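 Test system: SCP-1 phosphatase catalytic domain, residues 76-261 | Compound dosing: One concentration, 20 µM, with 1.0% DMSO | Schedule: 45 min room-temperature reaction, 5 min colour, 30 min stabiliser | Detection: Absorbance at 630 nm | Read-out basis: % inhibition of SCP-1 phosphate liberation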
# * hit, by the source's call; i = inactive; . = no result given; + = active, no number.
# Sample of the layout, five compounds:
# Values run as follows: NRP1-CendR mod	NadD block	LMPTP block	DNMT1 inh	TbMetRS inhib	STEP inh	Neddyl block	SKN-1 inh	SUMO1-SIM PPI	Scp1 inh
1: COc1ccc([C@H]2CC(=O)C=C(c3ccc(Cl)c(C(F)(F)F)c3)C2)cc1OC
    -2	1	5.2	-10	0.8	-1	i	9	-16	0
2: COc1ccccc1CNC(=O)c1ccc(-c2ccccc2Cl)o1
    -2	-9	7.5	-5	-0.5	2	i	-7	0	-8
3: CCOc1ccc(NC(=O)C2C3C=CC4(CN(C(C(=O)OC)C(C)C)C(=O)C24)O3)cc1 (stereo unspecified)
    -8	-2	-1.4	1	0.0	0	i	14	1	3
4: O=C(NC(=S)NC1CCCCC1)c1ccc(Cl)cc1
    3	-7	3.7	-3	-0.1	4	i	18	4	-5
5: O=C1CN(S(=O)(=O)c2ccccc2)CC(=O)N1CCc1ccccc1
    5	-5	-1.3	1	-0.2	-2	i	-14	-4	-5

# The listing, from the start:
# Values run as follows: NRP1-CendR mod	NadD block	LMPTP block	DNMT1 inh	TbMetRS inhib	STEP inh	Neddyl block	SKN-1 inh	SUMO1-SIM PPI	Scp1 inh
1: COc1ccc([C@H]2CC(=O)C=C(c3ccc(Cl)c(C(F)(F)F)c3)C2)cc1OC
    -2	1	5.2	-10	0.8	-1	i	9	-16	0
2: COc1ccccc1CNC(=O)c1ccc(-c2ccccc2Cl)o1
    -2	-9	7.5	-5	-0.5	2	i	-7	0	-8
3: CCOc1ccc(NC(=O)C2C3C=CC4(CN(C(C(=O)OC)C(C)C)C(=O)C24)O3)cc1 (stereo unspecified)
    -8	-2	-1.4	1	0.0	0	i	14	1	3
4: O=C(NC(=S)NC1CCCCC1)c1ccc(Cl)cc1
    3	-7	3.7	-3	-0.1	4	i	18	4	-5
5: O=C1CN(S(=O)(=O)c2ccccc2)CC(=O)N1CCc1ccccc1
    5	-5	-1.3	1	-0.2	-2	i	-14	-4	-5
6: Cc1ccc(-c2noc(CCC(=O)N3CCCc4ccccc43)n2)cc1
    2	-4	2.3	-2	-1.1	5	i	7	-1	-7
7: CCc1nc2c(OCC(=O)C(C)(C)C)cccn2c1N(C)C(=O)C1CC1
    -1	-1	-1.0	-1	0.1	-2	i	20	0	.
8: CCc1noc(C)c1C(=O)Oc1ccc(N(C)S(=O)(=O)c2ccc(C)c(C)c2)cc1
    15	-2	2.9	1	-0.6	0	i	4	3	-11
9: Cc1cc(C(=O)CSc2nnc(-c3cccs3)n2Cc2ccccc2)c(C)n1C
    -2	4	1.0	-5	0.4	-2	i	36*	3	3
10: COc1cc2c(-c3ccc(O)cc3)nc3c(c(C)nn3-c3ccccc3)c2cc1OC
    -4	5	0.2	19	0.2	-6	.	-2	2	1
11: Cc1ccc(Sc2ncccc2C(N)=O)cc1
    12	-1	-2.4	8	-0.4	2	i	3	0	-3
12: NC(=O)c1ccc(NC(=O)CSc2nc3ccccc3c(=O)n2CCCN2CCOCC2)cc1
    -10	0	0.9	0	0.4	-3	i	11	5	-2
13: NC(=O)C1CCN(CC(O)COc2ccc(-c3ccccc3)cc2)CC1 (stereo unspecified)
    -3	-1	-0.5	1	-1.1	1	i	7	2	-3
14: COc1cc(OC)cc(C(=O)NCCn2ccc3ccccc32)c1
    -2	4	2.1	-2	0.3	1	i	2	2	-5
15: O=C(CN(CC1CCCO1)C(=O)CCC(=O)Nc1nccs1)NCC1CCCO1 (stereo unspecified)
    0	0	0.3	-2	-0.7	-3	i	19	-1	-4
16: O=C(NC1(O)C(=O)c2ccccc2C1=O)c1ccccc1
    20	0	0.8	34	0.1	9	i	20	28	-4
17: Cc1ccc(Nc2nc(N)nc(CSc3nc4ccccc4s3)n2)cc1
    -2	10	3.0	-23	-1.5	1	i	-1	5	10
18: COc1ccccc1S(=O)(=O)N1CCN(S(=O)(=O)c2cccs2)CC1
    4	0	-0.4	1	0.0	-7	i	5	1	-3
19: O=C(CCc1c[nH]c2ccccc12)OCc1ccc(Br)cc1
    9	5	4.7	2	0.2	6	i	-7	2	-2
20: COc1cc(/C=N/NC(=O)Nc2ccccc2)ccc1OC(C)=O
    6	7	-0.2	0	0.7	0	i	3	-3	-10
21: COc1ccc(NC(=O)NC2(C(=O)N3CCOCC3)CCCCC2)cc1
    1	-2	-0.2	54*	0.0	-1	i	26	5	-9
22: Cc1ccc2c(c1)sc1nc(=O)ccn12
    -10	-3	-0.1	-1	-0.8	-3	i	-12	2	-5
23: Cc1ccc(C(c2sc3ncnn3c2O)N2CCCCC2)cc1 (stereo unspecified)
    -13	4	-1.4	4	0.2	2	i	-10	9	7
24: Fc1ccccc1/C=N/n1c(COc2ccccc2)n[nH]c1=S
    -4	-6	3.2	0	-1.2	3	i	-12	3	-15
25: COCc1cc(CN2CCN(CCCc3ccccc3)C(CCO)C2)ccc1OC (stereo unspecified)
    8	-6	0.9	-4	-0.1	2	i	11	3	8
26: Cc1cc(C)cc(C(=O)N(C)C2CCCN(Cc3ccccc3F)C2)c1 (stereo unspecified)
    6	2	0.3	0	-0.9	-1	i	-18	-3	-4
27: CCOC(=O)c1nnn2c1nc(N1CCN(C)CC1)c1ccccc12
    6	7	-1.4	0	-0.3	2	i	9	2	-1
28: CC(C)Cc1nnc(NC(=O)CCS(=O)(=O)c2ccc(Cl)cc2)s1
    -13	2	-0.6	2	-0.1	-1	i	6	1	-6
29: COC(CNC(=O)CN1CCN(Cc2ccc(F)cc2Cl)C1=O)OC
    4	-2	-1.4	0	1.5	1	i	-3	2	-9
30: CS(=O)CSc1nc2c(cc1C#N)CCCC2 (stereo unspecified)
    7	-2	-1.1	3	-0.8	3	i	1	1	1
31: Fc1cccc(-c2nnn3c2nc(Cl)c2ccccc23)c1
    7	1	-0.5	16	-0.8	-1	.	1	2	2
32: CCC(Cc1ccccc1)NC(=O)CCNS(=O)(=O)c1cc(Br)cnc1N (stereo unspecified)
    -9	1	-1.1	0	-0.3	-3	i	-12	4	7
33: Oc1ccccc1C=NNc1nc2ccccc2s1
    2	2	2.3	3	0.0	-2	+	6	-3	-12
34: CCN(CC)S(=O)(=O)c1ccc(/C=C/C(=O)Nc2ccc(Br)cc2F)cc1
    -5	-7	2.1	-6	-0.2	0	i	-1	3	-5
35: OCC(CO)c1cnnc2ccccc12
    -15	-2	-0.6	5	-0.4	-3	i	22	-18	2
36: Cc1ccc(C(=O)NC(=S)Nc2ccccc2N2CCCC2)cc1[N+](=O)[O-]
    4	3	2.6	-12	-0.9	1	i	-5	5	-5
37: O=[N+]([O-])c1ccc(CN2CCN(c3ccc(Cl)cc3)CC2)o1
    -100	-6	-2.8	-7	1.2	-1	i	-5	-20	0
38: CCOC(=O)/C=C1/SCC(=O)N1CC(=O)Nc1cccc(F)c1
    -15	-1	-0.9	3	-0.1	-2	i	-6	-3	-8
39: Cc1nccn1CCOc1ccc(Cl)cc1
    12	-4	1.1	-2	-0.9	-1	i	-2	2	-17
40: CS(=O)(=O)c1ccc(-c2nn[nH]n2)cc1
    -5	-9	-1.4	1	-0.5	-1	i	28	-5	27
41: O=C1CC(C(=O)O)S/C(=N\NC(=O)c2ccc(F)cc2)N1 (stereo unspecified)
    -6	0	-2.4	-3	-0.2	-3	i	10	-1	-4
42: COC(=O)C1=C(C)N(Cc2ccccc2)C(=O)N[C@H]1c1ccc(Br)cc1
    3	0	2.2	0	-0.3	-2	i	-7	-2	-5
43: O=C(Nc1cccnc1Cl)c1cc2ccccc2o1
    6	-3	-0.7	0	-0.5	3	i	3	5	-7
44: CC(Sc1nnnn1-c1ccc(Cl)cc1)C(=O)NCC(=O)Nc1ccc(F)c(F)c1F (stereo unspecified)
    -7	-11	-0.2	-6	-0.1	2	i	11	-2	-9
45: CCN1CCN(c2ncc(C(=O)N3CCN(c4ccccc4OC)CC3)c3ccccc23)CC1
    22*	-12	0.0	0	-0.5	-2	i	-4	-4	-3
46: CC(C)Oc1ccc(CNC(=O)Cn2c(=O)c3cccn3c3cccnc32)cc1
    -3	-1	-1.0	0	-0.1	-4	i	18	5	32
47: S=C(NC1CCCCC1)c1ccc2c(c1)OCO2
    -8	-3	-0.8	-8	-0.3	13	i	5	3	-6
48: Cn1c(-c2ccc(=O)[nH]c2)nc2ccccc21
    3	-2	-0.4	-4	0.3	-2	i	-4	0	-9
49: COc1cccc(NC(=O)c2csc3c2CCCC3)c1
    4	-11	3.3	-1	-0.6	0	i	13	-4	-11
50: Cc1cc(NS(=O)(=O)c2ccc(NC(=O)c3ccc(Br)o3)cc2)nc(C)n1
    -4	3	-0.3	15	0.3	2	i	7	13	7
51: N#C/C(=C\c1cccnc1)C(=O)Nc1ccccc1
    -20	4	-1.7	-3	0.2	0	i	7	1	-27
52: Cc1cc(C(=O)NC2CCCc3c2cnn3-c2ccc(C)c(C)c2)n(C)n1 (stereo unspecified)
    0	2	1.1	1	0.0	0	i	2	-2	79*
53: O=C(OCc1cc(-c2ccccc2)no1)c1ccc2ccccc2n1
    11	-4	1.4	-3	-0.3	1	i	2	-12	-4
54: CCOc1ccccc1C(=O)Nc1ccccc1C(N)=O
    -7	3	-0.4	-2	-0.8	-1	i	-1	-1	-4
55: NS(=O)(=O)c1ccc(NC(=O)COC(=O)c2ncc(Cl)c(Cl)c2Cl)cc1
    -12	-1	0.0	2	0.5	-4	i	10	0	-18
56: NS(=O)(=O)c1ccc(NC(=O)CSc2nnc(NC3CC3)s2)cc1
    -9	2	0.5	34	0.1	12	i	-11	12	87*
57: CCCCc1ccc(/C(C)=N/NC(=O)C2CCCC2)cc1
    10	2	0.6	7	0.3	-2	i	0	2	-2
58: CC(=O)Nc1ccccc1-c1nn[nH]n1
    1	2	0.0	-4	-1.7	0	i	2	-2	4
59: CC(=O)c1nnn(-c2nc(N3CCCC3)nc(N(c3ccccc3)c3ccccc3)n2)c1C
    -11	3	-1.5	8	-0.1	0	i	4	-1	-10
60: Cc1noc(C)c1S(=O)(=O)N1CCC(C(=O)Nc2ccc(OC(F)(F)F)cc2)CC1
    -9	-6	-0.5	8	-1.1	-4	i	-44	-2	-2
61: CCOc1ccc(-c2nnc(N(CC)C(=O)C3CCC3)s2)cc1
    -3	-6	1.6	-10	-1.1	0	i	1	-4	-10
62: O=C(NNC(=O)c1ccccc1-c1ccccc1C(=O)O)c1ccccc1
    -23	0	-0.5	3	0.7	4	i	-8	0	-4
63: Cc1cccc(NC(=O)CSCC(=O)Nc2cc(S(=O)(=O)N3CCOCC3)ccc2N2CCCC2)c1
    1	0	0.5	-1	0.5	1	i	14	2	-5

# No enrichment for hits. Share with any hit: about 4.6%.
